RXFP1 ag: activates the human relaxin receptor RXFP1. 370,000 compounds, 0.3% hits. Q9HBX9. HEK293T-RXFP1 cAMP TR-FRET, 30 min; response scale: percent of porcine relaxin response, buffer zero. Potency, µM (doses to about 57.5 µM), for the others: top-dose activation, most hits filed as activators; further: potency means the concentration at half of the fitted maximal effect; on the % scale 0 is the no-effect control and ±100 the full control effect; nearly all actives have a fitted effect of over 60% in size; many of its hits are not listed in these tables
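cAMP rise read by TR-FRET after 30 min, 37C compound exposure (up to 58 uM) in RXFP1-transfected HEK293 cells with Ro 20174 present. EC50 from Hill-equation fits, with 29 nM porcine relaxin as 100% and buffer as basal.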
Vif-A3G inh: blocks the Vif interaction with human APOBEC3G; Q9HC16; HeLa A3G-eYFP + Vif (tagged APOBEC3G with the HIV-1 protein that degrades it), YFP fluorescence, overnight; Potency, µM (series often up to 46.1 µM), without a hit: at the top dose activity, negative = active, usual class: inhibitors; 410,000 compounds, 0.076% hits; AID 602310;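 further: potency means the concentration at half of the fitted maximal effect; on the % scale 0 is the no-effect control and ±100 the full control effect; nearly all actives have a fitted effect of over 60% in size; hits raise eYFP signal because A3G escapes Vif-driven loss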
Target sequence (Q9HC16 whole entry, looked up): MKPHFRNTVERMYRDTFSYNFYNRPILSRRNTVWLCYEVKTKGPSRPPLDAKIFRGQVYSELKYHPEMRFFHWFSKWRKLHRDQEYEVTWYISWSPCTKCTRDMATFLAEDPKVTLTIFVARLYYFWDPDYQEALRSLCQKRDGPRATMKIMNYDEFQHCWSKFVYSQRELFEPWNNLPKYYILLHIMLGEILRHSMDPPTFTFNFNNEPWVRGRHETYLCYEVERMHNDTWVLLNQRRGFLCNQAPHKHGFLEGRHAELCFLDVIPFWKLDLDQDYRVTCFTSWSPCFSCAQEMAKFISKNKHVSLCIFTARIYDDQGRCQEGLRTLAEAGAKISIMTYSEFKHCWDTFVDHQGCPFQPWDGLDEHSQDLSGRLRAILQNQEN
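HeLa cells stably expressing Vif and C-terminally eYFP-tagged A3G, seeded overnight at 37 deg C, then exposed to compound by pintool overnight at 37 deg C. Rise in yellow fluorescence (Ex 488/Em 500-530, Acumen) marks blocked Vif-driven A3G degradation.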
D1 antagonist: blocks dopamine activation of the human D1 receptor; activity change, negative = inhibition, % at 10 µM; 360,000 compounds, 3.2% hits; HEK293 TREx D1 cells, calcium flux, dopamine EC80; hits give low values; P21728; in the data active means activity change below about -30%; further: on the % scale 0 is the no-effect control and ±100 the full control effect
Target sequence (P21728 whole entry, looked up): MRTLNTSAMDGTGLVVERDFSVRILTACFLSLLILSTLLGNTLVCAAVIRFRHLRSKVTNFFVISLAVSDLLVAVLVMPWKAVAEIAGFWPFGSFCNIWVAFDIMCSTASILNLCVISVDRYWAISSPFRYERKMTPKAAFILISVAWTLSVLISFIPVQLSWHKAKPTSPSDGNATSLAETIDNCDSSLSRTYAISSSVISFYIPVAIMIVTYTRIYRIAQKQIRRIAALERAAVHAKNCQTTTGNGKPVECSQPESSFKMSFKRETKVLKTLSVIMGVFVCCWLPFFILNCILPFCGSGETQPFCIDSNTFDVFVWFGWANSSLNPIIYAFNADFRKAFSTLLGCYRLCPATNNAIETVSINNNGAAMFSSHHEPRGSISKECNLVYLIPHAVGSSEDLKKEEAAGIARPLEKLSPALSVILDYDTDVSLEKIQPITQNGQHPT
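Compound effects on dopamine-evoked calcium signalling were measured in tetracycline-induced HEK293 Trex D1 cells. Dopamine at EC80 followed a 180 s compound pre-read, and fluorescence was tracked kinetically for 180 s more.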
D1 ag: activates the human D1 dopamine receptor. HEK293 T-REx D1 cells, calcium flux, agonist mode. activation, % at 2 µM. 360,000 compounds, 1% hits. AID 504660; in the data active means activation above about 30%; further: 0% is about no effect
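Agonism was scored from calcium flux recorded over 180 s (1 read/s) after pintool compound addition, following a 10-cycle baseline. Cells were inducible force-coupled HEK293 TREx D1, plated overnight at 30 C and loaded with no-wash calcium dye.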
D1 PAM: enhances dopamine response at the human D1 receptor. potentiation, % at 10 µM. P21728. 360,000 compounds, 0.036% hits. HEK293 TREx D1 cells, calcium flux, dopamine EC20 potentiation; in the data active means potentiation above about 30%; further: 0% is about no effect
Vif-A3F inh: Vif-A3F binding inhibition; HeLa A3F-eYFP + Vif (tagged APOBEC3F with the HIV-1 protein that degrades it), YFP fluorescence increase; Potency, µM (series often up to 46.1 µM), inactives show top-dose activity, negative = active; 390,000 compounds, 0.2% hits; AID 602313; further: potency means the concentration at half of the fitted maximal effect; % of control where 0% means no effect; nearly all actives have a fitted effect of over 65% in size
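HeLa cells stably expressing Vif plus C-terminally eYFP-tagged A3F were seeded, incubated overnight at 37 deg C, dosed with compound, incubated overnight again at 37 deg C. Yellow fluorescence (Ex 488/Em 500-530) reported blocked Vif-mediated A3F-eYFP degradation.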
GRP78 ERSR act: induces the endoplasmic reticulum stress response in human glioma cells; U87-MG GRP78 promoter luciferase reporter, 16 h; Potency, µM, inactives show at the highest dose activation, usual class: activators; 420,000 compounds, 0.02% hits; AID 602332; further: potency means the concentration at half of the fitted maximal effect; series mostly up to about 76 µM; % of control where 0% means no effect; nearly all actives have a fitted effect of over 35% in size
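Stably transfected U87-MG glioma cells carrying a GRP78-based luciferase sensor; 16 h compound incubation. Luminescence end-point read 10 min after Bright-Glo addition at room temperature.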
D2 PAM: positive allosteric modulators of human D2 dopamine receptor | P14416 | HEK293 T-REx D2, calcium flux, EC20 dopamine potentiation | potentiation, % at 10 µM | 340,000 compounds, 0.34% hits | AID 485347;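 active means potentiation over 3 SD above the plate norm, cut at about 30% in these data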; further: 0% is about no effect
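Tetracycline-induced Hek293 Trex D2 cells, force-coupled to calcium, loaded with no-wash calcium dye. Compound added with 180 s kinetic read for agonism, then EC20 dopamine and a further 180 s read for potentiation.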
RXFP1 antagonist: RXFP1 (human) relaxin receptor antagonism | HEK293-RXFP1, relaxin-stimulated cAMP HTRF, 30 min; hits give low values | activity change, negative = inhibition, % at 57.5 µM | 350,000 compounds, 0.59% hits | AID 1259400;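 active means activity change of -60% or lower, but not beyond a set lower limit; inconclusive means change between -60% and -40%, or beyond the set limit; inactive means change above -40%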; further: on the % scale 0 is the no-effect control and ±100 the full control effect
* marks the source's active call; other numbers are inactive results; u = inconclusive; x = no result given. Unless noted, the call rests on the fitted dose curve; in most records, active means well fitted curve in the direction sought with a large enough effect; inconclusive means small, poorly fitted or top-dose-only effect, or another doubt; inactive means no such curve, though single readings can be large; an effect the other way counts as inactive or inconclusive.

Sequence of screens: D2 PAM	D1 antagonist	Vif-A3G inh	Vif-A3F inh	GRP78 ERSR act	D1 PAM	RXFP1 ag	D1 ag	RXFP1 antagonist
1. CC(C)CN1C(=O)NC(NS(=O)(=O)c2ccc(N)cc2)(C(F)(F)F)C1=O (configuration not stated)
  1	1	3%	2%	3%	-1	0.7%	3	-4
2. O=C(O)c1cc2c(ccc3ccccc32)oc1=O
  5	4	x	x	x	-1	3.2%	1	x
3. Cc1cc2ncn(C3CC(O)C(CO)O3)c2cc1C (configuration not stated)
  x	x	3%	0%	-2%	x	x	x	12
4. O/N=C1\CCCc2ccc3ccccc3c21
  0	1	-5%	-35%	0%	6	-2.4%	1	-4
5. O=C(O)C1C(c2ccccc2)C(C(=O)Oc2ccccc2)C1c1ccccc1 (configuration not stated)
  -3	2	-1%	-1%	-3%	-3	1.2%	-2	1
6. COc1cc(-c2nnc(SC(C)C(=O)Nc3c(C)n(C)n(-c4ccccc4)c3=O)o2)cc(OC)c1OC (configuration not stated)
  -4	x	4%	1%	-3%	0	0.5%	0	-3
7. CCNc1nc(NCC)n2c(SC(C(=O)Nc3cc(C)ccc3C)c3ccccc3)nnc2n1 (configuration not stated)
  x	24	-1%	-14%	-4%	4	0.6%	1	-4
8. CC1CCCN(C(=O)CSc2nnc(-c3ccco3)n2C)C1 (configuration not stated)
  -23	-2	-1%	-1%	0%	-4	1.5%	2	-1
9. Cc1ccc(S(=O)(=O)c2nc(-c3ccco3)oc2SCC(=O)c2ccc(Cl)cc2)cc1
  x	11	-21%	-1%	-3%	1	1.1%	4	-10
10. O=[N+]([O-])c1ccc(N/N=C/c2cccc(O)c2O)c(S(=O)(=O)N2CCOCC2)c1
  3	-76*	u	u	-3%	-13	-0.1%	58*	-1
11. O=C(CCNS(=O)(=O)c1ccccc1)N1CCN(C(c2ccccc2)c2ccccc2)CC1
  19	16	x	x	x	-6	0.8%	4	x
12. Cc1ccc(-c2ccc(CCC(=O)O)n2-c2ccc(O)cc2)cc1
  13	-13	-1%	0%	0%	-7	-3.2%	1	-1
13. Clc1ccc(-c2nc(-c3cnccn3)no2)cc1
  1	-7	-1%	5%	-7%	0	2.4%	4	2
14. CC(=O)Nc1ccc(NC(=O)c2cc3sccc3n2Cc2ccc(F)cc2)cc1
  13	0	-9%	-5%	-2%	-5	-0.7%	-1	-15
15. CC1CCCN(C(=O)C(=O)c2cn(CC(=O)N3CCCCCC3)c3ccccc23)C1 (configuration not stated)
  -2	-13	-2%	-3%	-5%	-3	2.7%	5	1
16. Cc1ccc(-c2nn(CC(=O)NCCN3CCOCC3)c(=O)c3ccccc23)cc1
  -14	-12	2%	2%	-2%	0	2.9%	-4	4
17. COc1ccc(-n2c(Cc3cccn3C)nnc2SCC(=O)NC2CCCC2)cc1
  -3	-8	-1%	-5%	-3%	-1	1.7%	0	-8
18. O=C(CCNS(=O)(=O)c1ccc2c(c1)CCCC(=O)N2)Nc1cccc(Cl)c1
  x	-5	0%	11%	-2%	-4	-3.3%	1	x
19. c1ccc(Cn2nnnc2C(c2ccncc2)N2CCOCC2)cc1 (configuration not stated)
  -5	-26	0%	1%	-2%	-12	1.3%	0	-19
20. CCOc1ccc(Oc2nc(N(CC)CC)nc(N3CCOCC3)n2)nn1
  3	4	2%	6%	1%	3	1.0%	1	-13
21. CNC(=O)COC(=O)c1ccc2c(c1)S(=O)(=O)c1ccccc1C2=O
  10	10	0%	-5%	1%	8	2.1%	1	3
22. CCOc1ccccc1NC(=O)C1CCCN(C(=O)Nc2ccccc2)C1 (configuration not stated)
  0	11	-1%	-11%	-2%	3	-1.9%	1	-1
23. CCOC(=O)N1CCC(Nc2c(N3CCN(c4cc(Cl)ccc4C)CC3)c(=O)c2=O)CC1
  -8	-30*	-2%	5%	-2%	x	-0.7%	2	x
24. CN(CC(=O)Nc1ccccc1Cl)C(=O)Cn1cnc2ccccc2c1=O
  10	1	1%	4%	-5%	0	0.0%	2	6
25. CC(C)n1nccc1N(Cc1ccc(Cl)cc1)S(=O)(=O)c1ccccc1
  3	4	-3%	-6%	-3%	-6	0.1%	1	-37
26. COc1ccc(/C(=C/c2ccc(OC(F)F)c(OC)c2)C(=O)O)cc1OC
  3	1	0%	-10%	-3%	24	-1.4%	0	-7
27. COc1ccc(NC(=O)CN(C)C(=O)c2cn(-c3ccccc3)nc2-c2ccc(F)cc2)cc1
  -4	-7	0%	1%	3%	-3	-0.4%	0	-2
28. CN(C)c1ccc(/C=N/NC(=O)Cn2nnc3ccccc32)cc1
  -12	7	-2%	14%	0%	0	-2.5%	1	-6
29. COc1ccccc1NC(=O)c1c([N+](=O)[O-])c(C(C)(C)C)nn1C
  5	7	0%	4%	-3%	-1	1.5%	2	5
30. O=c1c([N+](=O)[O-])c(N2CCCCC2)c2ccccc2n1-c1ccccc1
  -7	-25	0%	-1%	1%	-4	-0.6%	0	6
31. O=[N+]([O-])c1ccc(NCc2ccc3c(c2)OCO3)cc1
  -10	-23	0%	u	5%	1	4.0%	3	1
32. CCN1CCN(c2ncc(C(=O)Nc3ccccc3C(=O)OC)c3ccccc23)CC1
  -6	11	0%	1%	-5%	-4	-1.2%	3	2
33. Cc1ccc2nc3c(c(C(=O)OCC(=O)N(C)C4CCS(=O)(=O)C4)c2c1)CCCC3 (configuration not stated)
  -2	11	-2%	-22%	-3%	-4	3.1%	3	-10
34. CCOC(=O)Cc1nnn(CC(=O)OCC)n1
  -10	5	2%	-9%	0%	2	-1.2%	4	-4
35. O=c1c2cn[nH]c2[nH]c(=S)n1-c1ccccc1
  3	8	-9%	1%	-2%	4	0.0%	1	13
36. CCn1c(CSc2n[nH]c(N)n2)nc2cc(C(=O)O)ccc21
  7	1	-3%	-24%	-2%	-3	2.0%	4	-17
37. COC(=O)CC(c1ccc(C(C)C)cc1)n1cccc1 (configuration not stated)
  9	-25	-1%	-10%	-1%	-3	-0.7%	1	-1
38. Cc1cc(C)c(C(=O)COC(=O)c2cc([N+](=O)[O-])ccc2NCCO)cc1C
  -1	15	-3%	-20%	-5%	-5	-0.4%	4	x
39. CS(=O)(=O)NCc1ccccc1Br
  2	8	2%	x	-2%	0	1.0%	2	x
40. CCOc1ccccc1OCC(O)CNC (configuration not stated)
  -1	6	0%	-10%	-4%	0	1.4%	2	2
41. CCN1CCN(c2nc(SC)nc3sc4c(c23)CC(C)(C)OC4)CC1
  6	-6	1%	2%	-4%	-2	3.5%	0	x
42. N=c1c(S(=O)(=O)c2ccc(Cl)cc2)cc2c(=O)n3ccccc3nc2n1C1CCCC1
  -3	4	-4%	u	5%	15	2.0%	11	7
43. COC(=O)Cn1c(=O)c2cccn2c2cccnc21
  17	6	x	x	x	-2	-0.7%	5	4
44. COc1ccc(CNC(=O)C2CCN(C(=O)c3cccc(Cl)c3)CC2)cc1
  -11	-35*	0%	5%	-1%	-7	1.6%	2	-5
45. COc1ccc(CC(=O)NCc2ccc3c(c2)cc(C)n3C)cc1OC
  4	-6	-4%	2%	0%	0	1.0%	5	4
46. O=c1c(Cl)c(NCCO)cnn1-c1cccc(Cl)c1
  4	13	-8%	-2%	1%	1	2.1%	3	-17
47. CC(C)c1ccc(Nc2c(-c3ccsc3)nc3ccc(Cl)cn23)cc1
  2	2	3%	2%	3%	-2	-0.1%	0	7
48. c1ccc2c(c1)nc1n2CCN1
  5	12	-3%	-6%	-2%	-6	2.7%	0	0
49. COc1ccc(C(=O)OCn2nnc3ccccc3c2=O)cc1[N+](=O)[O-]
  x	-12	0%	2%	4%	-5	1.6%	1	-12
50. CCOC(=O)C1CCN(C(=O)c2cc(COc3ccc(OC)c4ccccc34)on2)CC1
  -3	5	1%	-10%	6%	-1	0.1%	3	-7
51. O=C(c1ccc(S(=O)(=O)N2CCCCC2)cc1)N1CCN=C1SCc1cccnc1
  -10	-6	1%	3%	-3%	x	0.4%	8	x
52. CCn1c(CNc2ccc(F)cc2)nnc1SCC(=O)N1CCCc2ccccc21
  x	-31*	-3%	3%	-2%	1	0.6%	2	2
53. CCn1c(=O)c(=O)[nH]c2cc(C(=O)NC3CCCC3)ccc21
  6	15	-4%	-1%	-1%	-3	3.7%	3	-3
54. O=C(COC(=O)c1ccccc1C(=O)N1CCN(c2ccc(F)cc2)CC1)NCc1ccccc1
  6	x	-4%	-7%	-5%	-1	1.5%	2	3
55. O=S(=O)(c1ccc(Br)c2ccccc12)N1CCCC1
  26	23	-3%	-1%	-4%	-2	10%	3	-9
56. CCCOC(=O)C1[C@H]2C(=O)N(C(C)c3ccc(OC)cc3)C[C@]23C=C[C@H]1O3 (some centres not stated)
  -7	4	0%	-13%	-3%	-1	0.0%	1	0
57. C/C(=N\NC(=O)c1ccc(Cl)cc1)c1cccs1
  -3	1	-6%	-10%	-15%	8	1.0%	0	3
58. CC(C)c1cccc(C(C)C)c1NC(=O)CCl
  3	-3	2%	11%	-1%	4	0.1%	2	3
59. O=C(N/N=C\c1ccc(O)c([N+](=O)[O-])c1)c1ccccc1-n1cccc1
  -1	-1	0%	0%	-3%	-1	-0.5%	1	-6
60. COc1cc(C2SCC(=O)N2c2c(C)n(C)n(-c3ccccc3)c2=O)ccc1O (configuration not stated)
  12	-12	8%	3%	-3%	0	2.7%	1	-7
61. CCOC(=O)C1CCN(C(=O)c2ccc(OCC)c(OCC)c2)CC1
  1	-9	0%	-11%	-5%	2	3.2%	9	-1
62. Cc1cc(C(F)(F)F)nc(NCc2cccnc2)n1
  8	8	1%	-29%	4%	2	-3.6%	0	1

2 compounds from above, limited to D1 PAM, RXFP1 antagonist and GRP78 ERSR act:
| item | Molecule | D1 PAM | RXFP1 antagonist | GRP78 ERSR act |
| --- | --- | --- | --- | --- |
| 59 | O=C(N/N=C\c1ccc(O)c([N+](=O)[O-])c1)c1ccccc1-n1cccc1 | -1 | -6 | -3% |
| 40 | CCOc1ccccc1OCC(O)CNC (configuration not stated) | 0 | 2 | -4% |

Screening results deposited in PubChem by National Center for Advancing Translational Sciences (NCATS).

A portion of the library, so the mix of outcomes need not match the whole.
